RAD54 inh: inhibitors of human RAD54 branch migration, primary screen, biochemical, fluorescence, single point; RAD54 Holliday junction branch migration, FAM/BHQ fluorescence; inhibition, % at 10.4 µM; hit rate 0.14% among 360,000;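 active = mean normalized replicate activity at least 40 and at least half of replicates scoring 40 or more; inconclusive = only one of the two criteria met; inactive = mean below 40 and under half of replicates reaching 40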;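 also: 0% = median of neutral control wells and 100% = median of positive control wells; inhibitors cause a drop in the FAM fluorescence signal; in these data hits start at about 50%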
Target sequence (Q92698 whole entry, looked up): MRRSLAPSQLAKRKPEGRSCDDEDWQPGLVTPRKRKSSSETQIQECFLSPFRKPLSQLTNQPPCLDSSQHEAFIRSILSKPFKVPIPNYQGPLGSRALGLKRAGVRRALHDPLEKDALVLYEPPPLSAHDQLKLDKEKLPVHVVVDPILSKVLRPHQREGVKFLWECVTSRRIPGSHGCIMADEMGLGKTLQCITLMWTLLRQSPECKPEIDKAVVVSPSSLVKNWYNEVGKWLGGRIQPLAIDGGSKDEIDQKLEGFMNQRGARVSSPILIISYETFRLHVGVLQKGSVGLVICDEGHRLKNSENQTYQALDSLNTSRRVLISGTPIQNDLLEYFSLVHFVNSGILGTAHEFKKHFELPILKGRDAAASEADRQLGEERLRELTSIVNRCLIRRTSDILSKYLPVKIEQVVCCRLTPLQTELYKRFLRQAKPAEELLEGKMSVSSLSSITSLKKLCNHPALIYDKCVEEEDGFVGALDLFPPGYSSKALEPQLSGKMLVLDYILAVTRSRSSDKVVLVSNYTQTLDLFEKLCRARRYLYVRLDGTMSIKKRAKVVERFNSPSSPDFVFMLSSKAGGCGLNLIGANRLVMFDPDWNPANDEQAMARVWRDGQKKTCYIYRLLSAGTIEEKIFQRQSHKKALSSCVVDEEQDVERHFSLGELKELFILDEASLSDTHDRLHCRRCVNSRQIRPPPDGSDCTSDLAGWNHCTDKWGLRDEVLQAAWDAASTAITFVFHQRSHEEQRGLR
esBAF inh: Bmi1 luciferase reporter increase in mESCs, primary screen, esBAF inhibitor project, mouse ES cells, Bmi1 luciferase knock-in, single point. reporter increase, % at 12.5 µM. 24 h; 100% = twice the neutral-well signal. hit rate 2% among 350,000. AID 602393, 2012; in the data active = activation above about 40%; inconclusive = no clear call, values can overlap the other calls;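 also: 0% = median of the plate's neutral control wells and 100% = double that signal; a rise in the Bmi1 reporter signal indicates esBAF inhibition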
FN deposit inh: inhibitors of fibronectin matrix deposition, primary screen, AH1F cells, Alexa488-fibronectin fluorescence, plate reader; AH1F fibroblasts, overnight; inhibition, % at 12.6 µM; hit rate 0.086% among 350,000;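 active = mean inhibition across replicates of 30% or more, regardless of how many single replicates reach that level; inconclusive = mean under 30% yet at least half of replicates reach 30%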;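 also: positive control wells lacked labelled fibronectin entirely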
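Assay system: AH1F fibroblast monolayer, labelled fibronectin deposition. Amount: 10000 cells per well. Also added: labelled fibronectin 24 nM. Compound: single-point pinned compound. Incubation: cell attachment 1 h, compound and FN exposure overnight. Detection: fluorescence after three HBSS washes, excitation 485 nm, emission 525 nm. Read-out: inhibition of fibronectin deposition signal.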
Starred values were filed as active, the others as inactive; ? = inconclusive. Only part of the results is shown; rates above refer to the full screens.

SMILES | RAD54 inh | esBAF inh | FN deposit inh
CCOC(=O)C1CCCN(C(=O)c2cn(C)c3ccc(S(=O)(=O)N4CCCC4)cc3c2=O)C1 (centres undefined) | 6 | 1 | -4
COc1cccc(-c2nn3c(-c4ccccn4)nnc3s2)c1 | -5 | 24 | -9
COCCn1c(SCC(=O)NC(=O)NCc2ccccc2)nc2ccccc21 | -10 | -9 | 4
CCOC(=O)Cn1nnc(-c2ccc(SC)cc2)n1 | 3 | -5 | -4
CS(=O)(=O)N(Cc1ccccc1)c1ccc(C(=O)Nc2cccnc2)cc1 | 0 | 2 | 16
COc1ccc(NC(=O)Cn2cccc2)c(OC)c1 | 7 | 18 | 5
CCOc1ccc(N(CC(=O)NCc2ccc(OC)cc2)S(=O)(=O)c2c(C)noc2C)cc1 | -6 | -9 | 2
O=C(NCc1cccc(C(F)(F)F)c1)C1CCN(c2ncccn2)CC1 | -6 | -3 | 5
COc1ccccc1CC(=O)N(CCC#N)CCC#N | -23 | -11 | 10
CC(=O)c1cc(F)c(N2CCN(C(=O)COc3ccccc3F)CC2)cc1C | 12 | -6 | -9
O=C(Nc1ccc2oc(-c3ccncc3)nc2c1)c1c(F)c(F)c(F)c(F)c1F | -3 | -3 | -31
Cc1c(Cl)cccc1N1C(=O)C2ON(c3ccccc3)C(c3cccnc3)C2C1=O (centres undefined) | 4 | -5 | 2
CC1(C)CC(=O)C2=C(C1)OC(N)=C(C#N)C21CCN(Cc2ccccc2)CC1 | -17 | -8 | -6
O=C(CCS(=O)(=O)c1ccc(Cl)cc1)N1CCN(S(=O)(=O)c2cccs2)CC1 | -16 | -6 | -1
COCc1cc(C)nc(SCC(=O)Nc2ccccc2C)c1C#N | 1 | 11 | 2
Cc1ccc(NC(=O)CSC2=C(C#N)C(c3ccc4c(c3)OCO4)C3=C(CCCC3=O)N2)c(C)c1 (centres undefined) | -18 | 6 | -6
CCOC(=O)CN1CC23C=CC(O2)C(C(=O)Nc2ccc(F)c(C)c2)C3C1=O (centres undefined) | -16 | -2 | -7
CCOC(=O)c1c(C)oc2ccc(OCC(=O)N(CC)CC)cc12 | -16 | -3 | 8
CC(C)(C)OC(=O)N1CCC(C(=O)N2CCC[C@H]2C(=O)O)CC1 | -16 | -3 | 12
Cc1nn(Cc2ccc(Cl)cc2)c(C)c1N | -9 | -8 | 4
Cc1ccc(-c2nsc3c(N4CCC(C(N)=O)CC4)ncnc23)cc1 | 3 | -49 | -4
CCN(c1ccccc1)c1nc2ccsc2c(=O)s1 | 3 | 26 | -2
O=C(CSc1nc2ccsc2c(=O)n1-c1ccccc1)N1CCCC1 | 6 | -1 | 5
CCOC(=O)c1cccc(NC(=O)CSc2nc(N)cc(N)n2)c1 | -13 | -7 | -1
COc1ccc(NC(=O)CN(Cc2ccccc2)S(C)(=O)=O)c(OC)c1 | 6 | -4 | 1
COc1cccc(CNc2nc3nc(C)c(Cl)c(C)n3n2)c1 | -6 | 38 | 4
COc1ccc(N2C(=O)CC(Sc3nccc(C)n3)C2=O)cc1 (centres undefined) | 11 | -7 | -13
Cc1cc(=O)[nH]c(SCC(=O)C23CC4CC(CC(C4)C2)C3)c1C#N | 4 | -2 | 7
CCCN=C(Nc1ccc(Cl)cc1)c1cccnc1 | -12 | 7 | 7
CCOC(=O)Cn1cc(C(=O)C2CC2)c2ccccc21 | -2 | -7 | 2
CCOC(=O)C(/C=N/c1cc(C)nn1-c1ccccc1)=C(\C)O | 18 | 6 | -3
Cc1nc2cc(NC(=O)NCc3ccc4c(c3)OCO4)ccc2o1 | -8 | -2 | -7
Nc1c(C(=O)NCc2cccnc2)sc(=S)n1-c1ccccc1 | -2 | -3 | 0
Cc1cccc(-n2c(O)c(C=Nc3ccccc3N)c(=O)[nH]c2=O)c1 | -7 | 37 | -5
CCN1CCCC1CNC(=O)c1cc(OC)c(OC)c(OC)c1 (centres undefined) | 7 | -10 | -2
O=C(C1CCCO1)N1CCN(c2ccc(F)cc2)CC1 (centres undefined) | 10 | -1 | 4
Cc1cc(C)nc(-n2nc(C)cc2NC(=O)c2cccc(S(=O)(=O)N3CCOCC3)c2)n1 | -3 | 6 | 2
COc1cc2c3c(c1OC)C1(C=CC(=O)C=C1)CC3N(C(=O)c1ccccc1)CC2 (centres undefined) | 7 | 5 | -7
CN(Cc1ccc(OC(F)F)cc1)C(=O)c1ccc2nccnc2c1 | -3 | 12 | -21
COc1ccc(OC)c(N=C2C(=O)Nc3ccccc32)c1 | -1 | 10 | 3
O=C(CN1CCN(c2nc(-c3ccccc3)cs2)CC1)Nc1ccc2c(c1)OCO2 | 8 | -2 | -3
O=C(COC(=O)c1ccccc1Nc1ccccc1)c1ccccc1 | -6 | 33 | 6
COc1ccc(C(O)c2nc3ccccc3n2C)cc1OC (centres undefined) | -1 | 11 | -1
CCOC(=O)CSc1nc2sc3c(c2c(=O)n1CC)CC(C)(C)OC3 | -3 | -3 | 7
COc1ccccc1C(=O)O/N=C(\N)c1ccc(Cl)cc1 | -6 | 52* | -8
c1cc2c3c(cccc3c1)C(N1CCCCCC1)=N2 | 18 | 5 | 0
Cc1c(C(=O)NCc2cccs2)oc2ccc(Br)cc12 | -1 | 51* | -9
CCn1c(/C=C/c2cccc([N+](=O)[O-])c2)nc2ccccc2c1=O | -2 | 5 | -1
c1coc(CNCC2OCCc3ccccc32)c1 (centres undefined) | 5 | -6 | 3
CC(=O)Nc1ccc(S(=O)(=O)Nc2nc3ccccc3nc2N2CCCCCC2)cc1 | -15 | -3 | -18

Further results.
SMILES | RAD54 inh | esBAF inh | FN deposit inh
CC1(C(=O)O)CCC(C(=O)Nc2ccc3ccccc3c2)C1(C)C (centres undefined) | -1 | 1 | -2
Cc1cccc(C)c1NC(=O)C1CC(=O)N(C(C)C)C1 (centres undefined) | 4 | -4 | 0
O=C(c1ccc(Cl)cc1)c1cnc(-c2ccc(Cl)cc2)s1 | -5 | 63* | 7
COc1cccc(NC(=O)c2ccn(C)n2)c1 | 6 | -2 | -3
Cc1cccc(NC2=NC(C)(C)N=C(N)N2)c1C | -1 | -4 | -2
O=C(Nc1nnc(C2CC2)s1)c1ccc(S(=O)(=O)c2ccccc2)cc1 | 0 | 0 | 0
CCC(=O)Oc1ccc(-c2nc(-c3cccnc3)no2)cc1 | 4 | -10 | 0
Cn1c(=O)c2c(nc(CN3CCC(C(N)=O)CC3)n2CCCc2ccccc2)n(C)c1=O | 3 | -7 | 1
Cc1ccc(S(=O)(=O)N(C)CC(=O)Nc2ccccc2)cc1 | 14 | -1 | 5
COc1cccc(NC(=O)N2CCCC2C(=O)NCC(C)C)c1 (centres undefined) | -4 | 6 | -5
CCSc1nnc(NC(=O)CSc2nc3c(cc2C#N)CCCC3)s1 | -8 | 11 | 7
CC1(C)CC(=O)C(C=Nc2cccnc2)=C(O)C1 | -4 | 3 | 7
CN(NC(=O)Nc1ccc(Cl)cc1)c1ncc(C(F)(F)F)cc1Cl | 2 | 13 | -4
COc1ccc(OC)c(NC(=O)CSc2nnc(C3CCCCC3)n2-c2ccccc2)c1 | -1 | 0 | 7
O=C(CC(=O)N/N=C\c1c(Cl)cccc1Cl)NCc1ccccc1 | -15 | 3 | 1
CCOc1ccc(NC(=O)c2ccco2)cc1 | 4 | -5 | -8
COc1ccc(N2C(=O)C3CCCN3C2c2cccc(F)c2)cc1Cl (centres undefined) | 0 | 5 | 3
CCc1nnc(NC(=O)C2CCN(c3cnccn3)CC2)s1 | -2 | -5 | -2
CNC(=O)C(Sc1ccccc1)c1ccccc1 (centres undefined) | -4 | 1 | -6
COc1cccc(C2Nc3c(F)cc(Br)cc3C3C=CCC32)c1OC (centres undefined) | -14 | -2 | 0
Nc1nonc1-c1nc2ccccc2n1CC(=O)N1CCN(c2ccc(F)cc2)CC1 | 5 | -14 | 2
CC(c1ccco1)N(C(=O)c1ccc(S(=O)(=O)N2CCCCC2)cc1)c1ccccn1 (centres undefined) | 6 | 3 | 2
CC1(C)CC(C2N3CC4(C)CN2CC(C)(C3)C4=O)CCO1 (centres undefined) | -2 | 2 | 3
CN1C(=O)c2ccc(NC(=O)c3c(F)c(F)c(F)c(F)c3F)cc2C1=O | -18 | -4 | -6
CCOCCn1c(SCCCc2ccccc2)nc2c1c(=O)[nH]c(=O)n2C | 12 | -31 | 17
CSc1ccccc1C(=O)Nc1cc(C)cc(C)c1 | 6 | 8 | -2
Cc1ccc2cc(CN(CC3CCCO3)C(=O)C(C)C)c(=O)[nH]c2c1 (centres undefined) | -7 | 3 | -4
Cn1c(=O)c2c(ncn2CC(=O)N2CCN(c3ccc(F)cc3)CC2)n(C)c1=O | 12 | -4 | 0
CC/C(=N\NC(=O)c1csc(C)c1C)c1cccs1 | 11 | ? | -4
Cc1ccc(-c2ccc(CCC(=O)O)n2-c2ccc(O)cc2)cc1 | -3 | -4 | 9

Full records, quoted from the list.
COc1cccc(NC(=O)c2ccn(C)n2)c1 across the screens: RAD54 inh: 6; esBAF inh: -2; FN deposit inh: -3
CC/C(=N\NC(=O)c1csc(C)c1C)c1cccs1 across the screens: RAD54 inh: 11; esBAF inh: ?; FN deposit inh: -4

Some of these compounds in order of molar mass, lowest first.
SMILES | RAD54 inh | esBAF inh | FN deposit inh
CSc1ccccc1C(=O)Nc1cc(C)cc(C)c1 | 6 | 8 | -2
CN1C(=O)c2ccc(NC(=O)c3c(F)c(F)c(F)c(F)c3F)cc2C1=O | -18 | -4 | -6
CCOCCn1c(SCCCc2ccccc2)nc2c1c(=O)[nH]c(=O)n2C | 12 | -31 | 17
Cn1c(=O)c2c(ncn2CC(=O)N2CCN(c3ccc(F)cc3)CC2)n(C)c1=O | 12 | -4 | 0
Nc1nonc1-c1nc2ccccc2n1CC(=O)N1CCN(c2ccc(F)cc2)CC1 | 5 | -14 | 2

Next part.
SMILES | RAD54 inh | esBAF inh | FN deposit inh
Cn1c(=O)[nH]c(=O)c2c1nc(N1CCCCCC1)n2CCCSc1nc2ccccc2o1 | 2 | -2 | -4
CCC1(CC)C(=O)N(C)C(=O)NC1=Nc1ccccc1 | -3 | -4 | 7
Cc1ccc(C)c(NC2=NS(=O)(=O)c3ccccc32)c1 | -3 | 2 | -4
COC(=O)c1c(NS(=O)(=O)c2ccc(C)cc2)sc2c1CCC(C)C2 (centres undefined) | -5 | -6 | 1
CCOc1ccccc1NC(=O)CSc1nnc(-c2cnccn2)n1C | -3 | -3 | 0
Cc1ccccc1OCC(=O)NCC1CCCO1 (centres undefined) | 4 | 9 | 4
Cc1ccc(CNC(=O)CCCn2c(=O)[nH]c3ccccc3c2=O)cc1 | -5 | -7 | -6
CCOC(=O)C1=C(c2ccccc2)O/C(=C(\C(=O)OC)C(F)(F)F)S1 | 1 | -18 | -5
O=C(OCC(=O)N1CCN(C(=O)c2ccco2)CC1)c1cc(-c2cccc(Br)c2)nc2ccccc12 | 3 | 2 | -22
O=C(Cc1ccccc1F)Nc1ccc(Cl)nc1 | 17 | 9 | 4
CC1(C)Cc2c(C#N)c(SCC(=O)c3ccccc3)nc(N3CCOCC3)c2CS1 | -10 | -3 | 48*
O=c1cnnc(NCc2ccccc2)[nH]1 | -3 | -1 | 6
O/N=C1/CCCSc2ccccc21 | 2 | 3 | 4
Cn1c(CCCCCN)nc2ccccc21 | 8 | -4 | -2
COc1cc(Nc2ccccc2Cl)c([N+](=O)[O-])nc1[N+](=O)[O-] | 1 | 6 | -2
COc1ccc(Nc2nc(N)nc(CSc3nncn3C)n2)cc1 | -1 | -15 | 8
Cn1c2ccccc2c2c(C(=O)NCCCN3CCCC3=O)cn(C3CCCCC3)c(=O)c21 | -3 | -2 | -4
COCCNC(=O)c1cc(-c2ccc(OC)c(OC)c2)on1 | 6 | 12 | -2
CCOc1ccc(S(=O)(=O)NN)cc1 | -10 | -3 | -20
Cc1cc(Cl)ccc1OCC(=O)Nc1ccccc1CO | -3 | 42* | 7
CCOC(=O)c1nnc(-c2cccs2)nc1NC(C)C | 1 | 10 | 5
COc1cc(C2NC(=O)NC(C)=C2C(=O)OC2CCCCC2)cc(Br)c1O (centres undefined) | 2 | -1 | -4
Cc1ccc(S(=O)(=O)Oc2ccccc2N2C(=O)C3CC=CCC3C2=O)cc1 (centres undefined) | -2 | -1 | -6
O=C(Nc1ccc(N2CCN(C(=O)c3ccco3)CC2)cc1)c1cccs1 | 4 | 9 | -22
Cc1cc(NS(=O)(=O)c2ccc(Br)s2)no1 | -6 | -5 | -1
Cn1c(=O)c2c(nc(CN3CCN(c4ccccc4)CC3)n2Cc2c(F)cccc2Cl)n(C)c1=O | 6 | 3 | 0
O=C(c1cc(-c2cccs2)on1)N1CCCCC1 | 2 | -2 | -1
O=C(c1cccnc1)N1CCN(CCCc2ccccc2)CC1 | -5 | 7 | 6
COc1cccc(NC(=O)C(C#N)Cc2ccncc2)c1 (centres undefined) | 1 | 0 | 8
CCOc1ccc(NC(=O)N2CCC(NC(=O)c3ccco3)CC2)cc1 | -2 | -5 | -3
COc1cccc(CNCC(O)(c2ccc(Cl)cc2)c2ccc(Cl)cc2)c1 | -3 | -19 | -5

Screening data deposited in PubChem BioAssay by Broad Institute.
